DNMT1 inh = blocks human DNA methyltransferase DNMT1; P26358; DNMT1 molecular beacon, Hinp1I cleavage, fluorescence; inhibition (reported as % activation of signal), % at 10 µM; 360,000 tested, 0.83% active; in the data active means inhibition above about 50%
CSN deneddyl inh = CSN deneddylation inhibition; Q92905; Purified CSN, SCF-Nedd8-OG deneddylation, fluorescence polarization; inhibition, % at 12.5 µM; 360,000 tested, 0.38% active;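 active means pattern-corrected inhibition above about 35%, with an unprinted fluorescence ratio check between 0.5 and 1.5, limit read from the data, passing the limit was not always enough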;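 further: 0% = enzyme with substrate and 100% = substrate without enzyme; some results filed as inactive read as strong as hits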
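Assay system: purified human Csn5 enzyme expressed in HEK293T cells; Input: 0.24 nM Csn5 enzyme, final concentration; Reagent: 10 nM SCFSkp2-Nedd8OG; Compound dosing: 12.5 µM single point; Times: reaction 90 min, room temperature; Technique: fluorescence polarization readout.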
STEP inh = STEP (human) phosphatase inhibition | 360,000 tested, 0.25% active | inhibition, % at 20 µM | recombinant STEP, OMFP fluorogenic substrate, fluorescence | P54829;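 active means inhibition at 20 µM, scaled per plate between control wells, above about 37%, limit read from the data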;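 further: 0% = DMSO with enzyme and substrate and 100% = substrate only without enzyme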
Target sequence (P54829 whole entry, looked up): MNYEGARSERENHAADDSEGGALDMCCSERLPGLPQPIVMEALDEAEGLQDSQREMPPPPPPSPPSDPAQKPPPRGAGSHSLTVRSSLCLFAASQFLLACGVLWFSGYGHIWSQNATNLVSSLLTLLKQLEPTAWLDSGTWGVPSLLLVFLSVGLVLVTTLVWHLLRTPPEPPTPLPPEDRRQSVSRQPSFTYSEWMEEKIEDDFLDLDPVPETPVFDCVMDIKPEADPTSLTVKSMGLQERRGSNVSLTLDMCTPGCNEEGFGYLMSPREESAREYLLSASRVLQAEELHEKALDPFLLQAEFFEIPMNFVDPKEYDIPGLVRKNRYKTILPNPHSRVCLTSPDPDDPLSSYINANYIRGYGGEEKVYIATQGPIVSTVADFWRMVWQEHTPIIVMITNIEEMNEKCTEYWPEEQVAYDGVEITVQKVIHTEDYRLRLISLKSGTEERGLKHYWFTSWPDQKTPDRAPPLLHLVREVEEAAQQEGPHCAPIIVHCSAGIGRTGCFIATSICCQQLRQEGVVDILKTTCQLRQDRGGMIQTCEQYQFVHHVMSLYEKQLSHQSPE
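System: isolated STEP enzyme; schedule: 20 min enzyme reaction at room temperature, protected from light; medium: Bis-Tris buffer pH 6.0, 2.5 mM DTT, 0.005% Tween 20; signal: fluorescence, 480/540 nm; dosing: single compound dose of 20 µM, 1% DMSO final; also added: OMFP substrate, 25 µM final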
NadD block = inhibitors of Staphylococcus aureus NadD | purified NadD enzyme, colorimetric absorbance read-out | inhibition, % at 20 µM | 360,000 tested, 0.78% active | AID 602399; in the data active means inhibition above about 26%; further: some compounds past the cut are filed as inactive
LMPTP block = LMPTP (human) inhibition; P24666; recombinant LMPTP-A, OMFP fluorogenic substrate, fluorescence intensity; inhibition, % at 20 µM; 360,000 tested, 0.22% active; AID 651560;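 active means compounds that cut the enzyme signal by at least half of the control window in the single-dose screen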;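 further: plate controls were DMSO wells with enzyme plus substrate for no effect and substrate without enzyme for full effect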
Target sequence (P24666 whole entry, looked up): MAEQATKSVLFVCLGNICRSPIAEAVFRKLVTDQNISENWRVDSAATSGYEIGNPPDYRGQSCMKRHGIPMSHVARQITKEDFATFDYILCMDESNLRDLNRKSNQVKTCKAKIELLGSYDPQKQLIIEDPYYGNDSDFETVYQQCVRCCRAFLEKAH
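Assay system: LMPTP-A, protein tyrosine phosphatase of low molecular weight / Medium: pH 6.0 Bis-Tris buffer with DTT and Triton X-100 / Schedule: 50 min enzyme reaction at room temperature, protected from light / Measured by: endpoint fluorescence intensity from OMFP dephosphorylation / Read-out basis: % inhibition relative to no-enzyme and uninhibited control wells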
Neddylation inh = inhibitors of human cullin neddylation | AID 651699 | 360,000 tested, 0.58% active | TR-FRET cullin neddylation, biochemical | calls only at 25 µM; in the data active means inhibition above about 36%
Scp-1 inhibitor = blocks human Scp-1 phosphatase activity | AID 493091 | 340,000 tested, 0.88% active | Recombinant Scp1, phosphopeptide, malachite green phosphate absorbance | inhibition, % at 20 µM;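 active means inhibition above about 50% at 20 µM, limit read from the data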;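 further: plate controls were DMSO wells with enzyme for no effect and wells lacking enzyme for full effect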
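System: truncated SCP-1 phosphatase (76-261aa); medium: Tris acetate buffer pH 5.5 with MgCl2 and Tween-20; incubation: 45 min room-temperature reaction, 5 min colour, 30 min stabiliser; compound: single 20 µM dose, 1% DMSO; reagent: Phosphorylated 17-residue peptide substrate; read-out: % inhibition at 20 µM; technique: colorimetric free-phosphate detection, absorbance 630 nm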
Rpn11 inh = inhibitors of human proteasome Rpn11 | 360,000 tested, 0.59% active | O00487 | calls only at 20 µM | human 26S proteasome, Ub4-pepOG fluorescence polarization; 20S core pre-blocked with epoxomicin;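 active means inhibition at 20 µM, scaled to each plate's controls, above about 33%, limit read from the data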
Target sequence (O00487 whole entry, looked up): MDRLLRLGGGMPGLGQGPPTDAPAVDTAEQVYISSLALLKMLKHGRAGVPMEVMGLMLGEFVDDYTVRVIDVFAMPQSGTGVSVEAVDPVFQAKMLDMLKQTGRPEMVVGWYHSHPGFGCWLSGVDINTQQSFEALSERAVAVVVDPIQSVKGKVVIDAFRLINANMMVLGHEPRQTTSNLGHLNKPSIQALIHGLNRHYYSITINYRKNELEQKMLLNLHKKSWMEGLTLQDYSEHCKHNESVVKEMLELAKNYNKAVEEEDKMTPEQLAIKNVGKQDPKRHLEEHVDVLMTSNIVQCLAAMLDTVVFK
SUMO1-SIM PPI = SUMO1-SIM interaction modulation; P63165; SUMO1 binding to a labelled peptide, TR-FRET, 1 h; inhibition, % at 20 µM; 360,000 tested, 0.33% active; AID 602429; in the data active means inhibition above about 37%
Rin1-Abl PPI inh = blocks binding of human Rin1 to Abl; P00519+Q13671; TR-FRET Rin1/Abl binding, biochemical; inhibition, % at 7.35 µM; 360,000 tested, 0.4% active; AID 588664; in the data active means inhibition above about 5%, passing the limit was not always enough
An asterisk follows results filed as active; i = inactive; x = not tested or not shown; + = active, no number.

SMILES	DNMT1 inh	CSN deneddyl inh	STEP inh	NadD block	LMPTP block	Neddylation inh	Scp-1 inhibitor	Rpn11 inh	SUMO1-SIM PPI	Rin1-Abl PPI inh
O=S(=O)(c1ccc(F)c(F)c1F)N1CCN(C(=S)Nc2ccccc2)CC1	12	-5	4	2	-0.6	i	1	i	4	-3
COc1ccc(CC2(c3ccccc3)NC(=O)NC2=O)cc1 (stereo not given)	5	-2	-2	-1	-2.6	i	-5	i	-1	6
Nc1c(-c2ccc(F)cc2)cnc2ncnn12	5	3	-2	4	-1.1	i	-7	i	0	-5
Cc1ccc2c3c([nH]c2c1)C(=O)CC(C)(C)S3	-1	1	-3	-10	0.7	+	-2	i	-4	1
CC(C)NC(=O)C1Cc2c(-c3ccc4c(c3)OCO4)ccnc2O1 (stereo not given)	3	2	1	-2	-1.4	x	x	i	4	3
COc1ccc(CN2CCNC(=O)C2CC(=O)NCCN2CCCCC2=O)c(F)c1 (stereo not given)	-3	3	1	-1	0.5	i	1	i	-4	-4
NC(=O)C1CCN(C(=O)C2CCN(C(=O)Nc3ccccc3)CC2)CC1	2	0	2	0	-0.3	i	-4	i	5	2
C/C(=N\NC(=O)c1ccc(O)cc1O)c1cccnc1	3	-4	3	-1	-1.8	i	-7	i	2	4
CC(C)C(=O)N1CCN(c2nc(-c3ccccc3)c3c(c2C#N)CC(C)(C)OC3)CC1	-2	-5	2	1	-1.7	x	6	i	0	4
CC12CCC(CC1O)C2C(=O)O (stereo not given)	1	-1	0	-3	-3.0	i	x	i	1	2
CCCCNC(=O)CCCCC(=O)N/N=C/c1ccccc1Cl	5	-2	1	-3	-2.2	i	-3	i	3	-5
CCN1CCN(c2ccc(S(=O)(=O)N3CCCCC3)cc2NC(=O)c2cccc(C)c2[N+](=O)[O-])CC1	-1	-2	0	-6	-1.5	i	-3	i	-5	0

A few values from the list:
For STEP inh, `CC12CCC(CC1O)C2C(=O)O` (stereo not given) reads 0
For LMPTP block, `C/C(=N\NC(=O)c1ccc(O)cc1O)c1cccnc1` reads -1.8
For LMPTP block, `COc1ccc(CN2CCNC(=O)C2CC(=O)NCCN2CCCCC2=O)c(F)c1` (stereo not given) reads 0.5

The list goes on.
SMILES	DNMT1 inh	CSN deneddyl inh	STEP inh	NadD block	LMPTP block	Neddylation inh	Scp-1 inhibitor	Rpn11 inh	SUMO1-SIM PPI	Rin1-Abl PPI inh
CCOC(=O)c1cc(NC(=O)c2cc(C)on2)cc(C(=O)OCC)c1	-11	-2	0	1	0.6	i	-4	i	0	1
Oc1ccc2ccccc2c1/C=C/c1ccc2c(Br)cc(Br)c(O)c2n1	-42	7	-3	58*	3.5	i	10	i	-8	5
CC(C)(C)c1ccc(C(=O)NC(=S)NCC2CCCO2)cc1 (stereo not given)	0	2	3	-6	-1.8	i	-7	i	5	1
O=c1oc2ccccc2c(NC2CCCCC2)c1NS(=O)(=O)c1ccc(F)c(Cl)c1	0	-4	1	6	2.5	i	-9	i	-3	1
Cc1cc(C)c(C)c(S(=O)(=O)N2CCN(C(=O)CCc3nc4ccccc4c(=O)[nH]3)CC2)c1C	0	4	0	0	0.8	i	-4	i	3	-2
COc1cc(Nc2ccn3nccc3n2)cc(OC)c1OC	-3	-8	-2	2	-0.5	i	x	i	3	2
CS(=O)(=O)N(CC(=O)NC1CCCC1)c1ccc(Oc2ccccc2)cc1	1	-5	-5	-2	0.6	i	-8	i	-1	1
O=C(NCc1ccccc1)[C@H]1C[C@@H]1[C@H](NP(=O)(c1ccccc1)c1ccccc1)c1ccccc1	-3	-1	1	-2	-2.3	i	-3	i	2	0
CCS(=O)(=O)N1CCC(C(=O)Oc2ccccc2)CC1	1	1	-2	1	-0.9	i	-14	i	3	2
CCN(CC)C(=O)CN1C(=O)C2CC=C(Cl)CC2C1=O (stereo not given)	-3	2	-1	5	-3.0	i	-8	i	-2	1
CC(=O)OC(C)C1C2=C(C(=O)CC1(C)O)C(=O)c1c(ccc(-c3ccc4c(c3O)C(=O)C3=C(C4=O)C(C(C)OC(C)=O)C(C)(O)CC3=O)c1O)C2=O (stereo not given)	-16	-1	5	45*	1.5	i	2	i	21	1
Cc1cccc(C)c1NC(=S)N(Cc1ccco1)C1CCN(C(C)C)CC1	2	-10	46*	-6	1.5	i	-5	i	3	-3
CCOc1ccc2nc(NCCNS(=O)(=O)c3ccccc3)c(C#N)cc2c1	-13	-2	2	8	1.0	x	-9	i	8	-4
O=C(Nc1ccc(Cl)cc1)N1CCC(c2nc(-c3ccc(F)cc3)no2)CC1	-6	-2	-2	-16	3.6	i	-6	i	0	-1
COc1ccc(-c2cc(C(=O)N3CCCC3)c3ccccc3n2)cc1OC	2	2	1	-5	-0.6	i	-2	i	3	-1
CCc1cc2c(NCc3ccco3)ncnc2s1	1	5	0	-4	-1.3	i	0	i	-3	2
O=C(C1CCN(c2ncnc3c2nc2n3CCCCC2)CC1)N1CCN(c2ccccc2F)CC1	2	3	1	2	0.0	i	-9	i	-1	-2
CCOc1cccc(C(=O)Nc2ccccc2C(=O)N2CCN(C)CC2)c1	3	0	-1	3	-0.1	i	0	i	0	-1
CCOc1cc2c(cc1OCC)C(c1ccc(F)cc1)NCC2 (stereo not given)	2	-6	1	-5	0.0	i	-15	i	-1	4
COc1ccc(-c2noc(CN(C)S(=O)(=O)c3ccc(Cl)cc3)n2)cc1OC	-3	-1	-2	-8	2.4	i	-15	i	2	-1
CCC(CC)C(=O)Nc1nnc(S(=O)(=O)Nc2ccccc2C)s1	-1	-2	0	-1	-0.1	i	-14	i	6	1
O=C1CCC(/C=C/c2ccccc2)=NN1Cc1ccc(F)cc1	-4	-14	1	-1	0.7	i	-4	i	-13	5
Nc1ccccc1C(=O)Nc1cccc(C(=O)O)c1	3	1	-2	-5	-3.2	i	-3	i	3	-4
COc1ccccc1C(=O)Nc1nnc(S(=O)(=O)N2CCCCC2)s1	2	4	0	-6	0.9	i	-5	i	6	-5
CCCC(=O)c1cc(-c2nc3ccccc3n2C)n(C)c1	5	-7	4	-4	-3.9	i	-11	i	-1	1
Cc1cc(C(=O)N/N=C/c2ccccn2)n[nH]1	-2	9	2	1	-1.7	i	-13	i	-2	0
CC1CCN(CCCN2C(=O)C3C(C(=O)Nc4ccc(Cl)cc4)C4C=CC3(O4)C2C(=O)NC2CCCCC2)CC1 (stereo not given)	0	-1	-1	-9	-1.4	i	-6	i	0	4
COc1ccccc1N1CCN(C(c2ccc(C)cc2)c2nnnn2C(C)C)CC1 (stereo not given)	-6	-5	1	-2	-1.8	i	-5	i	4	1
CC1CCC(NS(=O)(=O)c2ccc3c(c2)CC(=O)N3)CC1 (stereo not given)	2	2	1	-3	0.1	i	-11	i	1	1
Cc1ccc(N(CC(O)Cn2c3ccccc3c3ccccc32)S(C)(=O)=O)c(C)c1 (stereo not given)	-6	0	-3	-5	2.2	i	-8	i	-3	-5
CCOC(=O)C1=C(C)Nc2sc(C(=O)c3ccc(F)cc3)c(N)c2C1c1ccc(C(=O)OC)cc1 (stereo not given)	-10	6	2	20	3.6	i	-10	+	-12	-3
COc1ccc(C(=O)CSc2nnc(-c3ccccc3)o2)cc1	2	2	3	-5	0.8	i	-9	i	-3	-2
CC(C)(c1ccccc1)c1ccc(OCc2ccc(C(=O)O)o2)cc1	2	-1	-1	1	-1.3	i	-8	i	9	3
COc1ccccc1-c1nc(SCC(=O)NCc2ccco2)c2c(=O)n(C)c(=O)n(C)c2n1	2	-1	1	4	0.7	i	1	i	-16	-3
O=C(Nc1cccnc1)c1ccc(Cl)c(Cl)c1	-1	1	-1	3	0.1	i	-1	i	0	0
CC(C)(C)n1nc2c(c1NC(=O)c1ccco1)CS(=O)C2 (stereo not given)	1	-2	-2	-1	-0.6	i	9	i	1	-2
COc1cccc(NS(=O)(=O)CC23CCC(CC2=O)C3(C)C)c1 (stereo not given)	0	-5	-3	-3	-1.5	i	1	i	-3	4
CCSc1nnc([C@H](Cc2ccccc2)NC(=O)OC(C)(C)C)o1	1	0	0	-11	-0.7	i	-9	i	1	-3
O=C(CNC(=O)c1cccc(Br)c1)N/N=C/c1ccc2c(c1)OCO2	1	0	0	-6	0.1	i	-1	i	-18	1
Nc1nonc1-n1nnc(C(=O)N/N=C/c2ccc(Cl)cc2Cl)c1CN1CCCCC1	14	4	-1	22	-1.7	i	1	i	4	-1
CC(Sc1nnc2c(n1)C1CCC2(C)C1(C)C)C(=O)Nc1ccccc1 (stereo not given)	8	-4	-2	-1	0.2	i	-4	i	2	-1
NC(=O)c1nsc(C(=O)N(Cc2ccco2)C(C(=O)NCC2CCCO2)c2ccc(F)cc2)c1N (stereo not given)	0	-4	4	-3	0.2	i	-5	i	-5	1
CCSc1nnc(-c2cccc(S(=O)(=O)N(CC)CC)c2)n1Cc1ccccc1	-1	3	-7	4	0.3	i	1	i	0	4
CCN(CC)c1ccc(C=N/C(C#N)=C(\N)C#N)cc1	-7	28	2	-7	-0.4	i	-4	x	-10	-1
CC(C)(C)C(=O)Nc1cc2c3c(c1)CCN3C(=O)CC2	1	2	0	3	0.3	i	3	i	3	-3
Cc1ccc(S(=O)(=O)Nc2c(C)n(C)n(-c3ccccc3)c2=O)cc1C(=O)NCc1ccco1	6	0	1	-3	-0.2	i	-2	i	2	1
O=C(NCc1ccccc1)c1nc[nH]c1C(=O)NCc1ccccc1	21	-2	-2	4	1.4	i	1	i	2	5
CCCN(CCC)CC(O)Cn1cc(/C=C/C(=O)c2cccs2)c2ccccc21 (stereo not given)	1	42*	-2	-2	1.6	i	-2	x	-5	-21
O=c1cc(O)c2c(=O)n(-c3ccccc3)c3c(c2o1)CCCCC3	2	1	3	6	-1.4	i	-7	i	0	1
Cc1cc(Nc2c(C)n(C)n(-c3ccccc3)c2=O)n2c(nc3ccccc32)c1C#N	1	1	0	1	-0.4	i	-11	i	5	-4

Compound profiles, from the list above:
CC(C)(C)C(=O)Nc1cc2c3c(c1)CCN3C(=O)CC2 as listed: DNMT1 inh = 1; CSN deneddyl inh = 2; STEP inh = 0; NadD block = 3; LMPTP block = 0.3; Neddylation inh = i; Scp-1 inhibitor = 3; Rpn11 inh = i; SUMO1-SIM PPI = 3; Rin1-Abl PPI inh = -3
O=C(CNC(=O)c1cccc(Br)c1)N/N=C/c1ccc2c(c1)OCO2 as listed: DNMT1 inh = 1; CSN deneddyl inh = 0; STEP inh = 0; NadD block = -6; LMPTP block = 0.1; Neddylation inh = i; Scp-1 inhibitor = -1; Rpn11 inh = i; SUMO1-SIM PPI = -18; Rin1-Abl PPI inh = 1
